M5 antag – CHRM5 antagonism in calcium assay; P08912; CHO-hM5 cells, Fluo-8 calcium fluorescence, ACh EC80; inhibition, % at 3 µM; 360,000 compounds, 0.59% hits;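 active = inhibition above a per-plate cutoff, the mean of that plate's test compounds plus 3 SD, cut at about 27% in these data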;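 note: 0% = acetylcholine EC80 with DMSO and 100% = DMSO without agonist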
Target sequence (P08912 whole entry, looked up): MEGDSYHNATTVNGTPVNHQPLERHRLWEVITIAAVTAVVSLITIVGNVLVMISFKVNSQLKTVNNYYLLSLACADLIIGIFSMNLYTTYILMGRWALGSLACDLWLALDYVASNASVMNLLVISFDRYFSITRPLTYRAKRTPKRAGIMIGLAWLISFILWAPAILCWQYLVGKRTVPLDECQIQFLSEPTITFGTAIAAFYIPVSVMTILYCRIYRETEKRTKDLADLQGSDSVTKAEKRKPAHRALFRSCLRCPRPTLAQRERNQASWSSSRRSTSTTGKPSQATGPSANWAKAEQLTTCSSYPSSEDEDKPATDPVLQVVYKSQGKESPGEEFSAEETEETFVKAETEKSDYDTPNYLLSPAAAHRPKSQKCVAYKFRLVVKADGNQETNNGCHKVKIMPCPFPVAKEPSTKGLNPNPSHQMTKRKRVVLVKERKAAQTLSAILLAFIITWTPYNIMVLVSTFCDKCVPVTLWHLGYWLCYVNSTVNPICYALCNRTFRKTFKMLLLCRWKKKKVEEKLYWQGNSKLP
CRFBP-R2 block – CRF-BP/CRF-R2 complex antagonism | inhibition, % at 11.8 µM | HEK293 CRF-R2/CRF-BP, CRF-induced calcium fluorescence | AID 588475 | 350,000 compounds, 0.59% hits;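 active = inhibition of the ligand-induced calcium signal above about 50% at the single tested concentration, limit read from the data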
M4 antag – CHRM4 antagonism in calcium assay; P08173; CHO-hM4 cells, ACh EC80, Fluo-8 calcium fluorescence; inhibition, % at 3 µM; 360,000 compounds, 0.73% hits; AID 624125;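 active = inhibition above its plate's cutoff, the mean inhibition of sample wells plus 3 SD, cut at about 27% in these data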;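 note: 0% = acetylcholine EC80 with DMSO and 100% = DMSO without agonist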
CHRM5 agonist – CHRM5 agonism in calcium assay; activation, % at 3 µM; CHO-K1 hM5 cells, Fluo-8 calcium fluorescence; 0% DMSO wells, 100% maximal acetylcholine response; P08912; 360,000 compounds, 0.19% hits;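 active = activation above the run's mean over test compounds plus 3 SD, cut at about 23% in these data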;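 note: signal is peak over basal fluorescence ratio across the kinetic read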
CHRM4 PAM – CHRM4 positive allosteric modulation. P08173. CHO-K1 hM4/Gqi5, Fluo-8 calcium fluorescence, ACh EC20; 0% = ACh EC20, 100% = maximal ACh. activation, % at 3 µM. 360,000 compounds, 0.4% hits;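 active = activation above its plate's cutoff, the mean activation of sample wells plus 3 SD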; note: some results filed as inactive read as strong as hits
CHRM1 PAM – positive allosteric modulators of human M1 muscarinic receptor | P11229 | CHO-K1 hM1, Fluo-8 calcium fluorescence, ACh EC20; 0% = ACh EC20, 100% = maximal ACh | activation, % at 3 µM | 360,000 compounds, 0.088% hits | AID 588819; in the data active = activation above about 19%, passing the limit was not always enough
Target sequence (P11229 whole entry, looked up): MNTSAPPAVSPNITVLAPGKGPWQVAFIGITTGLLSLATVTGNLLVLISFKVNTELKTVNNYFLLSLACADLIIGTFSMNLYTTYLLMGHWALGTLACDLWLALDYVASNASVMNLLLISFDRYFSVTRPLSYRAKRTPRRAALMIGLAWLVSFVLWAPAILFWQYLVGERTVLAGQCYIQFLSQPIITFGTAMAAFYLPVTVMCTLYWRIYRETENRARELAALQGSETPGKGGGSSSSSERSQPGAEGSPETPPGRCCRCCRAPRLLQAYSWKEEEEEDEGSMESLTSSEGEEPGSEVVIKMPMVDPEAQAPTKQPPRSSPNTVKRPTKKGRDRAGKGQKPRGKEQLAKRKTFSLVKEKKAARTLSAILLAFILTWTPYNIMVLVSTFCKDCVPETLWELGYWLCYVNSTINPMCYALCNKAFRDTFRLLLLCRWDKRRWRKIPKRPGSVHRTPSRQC
CHRM5 PAM – CHRM5 positive allosteric modulation | CHO-K1 hM5, Fluo-8 calcium, ACh EC20 PAM; 0% = ACh EC20, 100% = ACh EC100 | activation, % at 3 µM | 360,000 compounds, 0.3% hits;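 active = activation above the run cutoff, the mean activation of all test compounds plus 3 SD, cut at about 18% in these data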
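System: CHO-K1 hM5 cells. Reagent: acetylcholine, EC20 level. Compound dosing: single dose, 3 µM nominal final test concentration. Timing: Post-acetylcholine fluorescence recording 140 s. Detection: Fluo-8 calcium fluorescence. Read-out: % activation, ACh-normalized. Benchmarks: ACh EC20 and EC100 wells. Repeats: singlicate, one well per test compound.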
CHRM4 agonist – agonists of human muscarinic M4 receptor (CHRM4); P08173; CHO-K1 hM4/Gqi5, Fluo-8 calcium fluorescence; vehicle 0%, full acetylcholine response 100%; activation, % at 3 µM; 360,000 compounds, 0.14% hits; AID 624127;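 active = activation above the run mean over all test wells plus 3 SD, cut at about 32% in these data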;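 note: peak over basal fluorescence ratio per well then scaled between controls; 0% = DMSO wells and 100% = acetylcholine at EC100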
CRFR2-BP ag – agonists of human CRF-binding protein/CRF-R2 receptor complex | HEK293 CRF-R2/CRF-BP, calcium dye fluorescence (FLIPR); percent of saturating CRF peptide response | activation, % at 13.2 µM | 350,000 compounds, 0.46% hits | AID 588473;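 active = activation of at least 50%, plus an integration ratio under a set limit after plate pattern correction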;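 note: plate controls were neutral control wells without compound for no effect and CRF at EC100 for full effect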
The depositor's hits bear a star; x = no result given. The order is random (roughly 2.6% active in at least one column).

SMILES	M5 antag	CRFBP-R2 block	M4 antag	CHRM5 agonist	CHRM4 PAM	CHRM1 PAM	CHRM5 PAM	CHRM4 agonist	CRFR2-BP ag
CCC(Cc1ccccc1)NC(=O)C1CC1 (configuration not stated)	-4	-1	3	4	5	5	8	0	-0.5
CCN(c1ccccc1)S(=O)(=O)c1ccc(OC)c(NC(=O)c2ccccc2OC)c1	4	6	-9	-3	5	3	-8	1	3.5
Cc1nn(Cc2nnc(SCC(=O)Nc3ccc(Cl)cc3)n2C)c(C)c1[N+](=O)[O-]	3	-15	9	-2	-4	4	4	0	9.7
CC(C)(C)NC(=O)C1c2ccccc2OCC(=O)N1Cc1ccccc1 (configuration not stated)	-2	x	-7	0	3	x	2	0	x
CS(=O)(=O)c1ccc2nc(NC(=O)c3cc(-c4ccccc4)nn3-c3ccccc3)sc2c1	2	-5	1	-2	3	13	7	0	2.6
CC(C)N1C(=O)CCC1C(=O)N1CCCc2ccccc21 (configuration not stated)	-4	40	-8	2	2	2	-2	0	-1.3
COc1ccc(CCC(=O)N(C)CC(=O)Nc2ccc(N3CCOCC3)cc2)cc1	9	6	13	6	-5	4	1	1	-1.6
O=C(CSCc1ccccc1Br)N/N=C/c1ccc(OCC(=O)N2CCCCC2)cc1	5	12	2	-1	2	3	-2	2	-1.6
C/C(N)=C(/C#N)C(=O)COC(=O)c1ccc(O)cc1	-6	-9	-14	1	2	7	1	2	0.0
O=C(CN1CCCc2ccccc21)NC(=O)NC1CCCCC1	3	-9	4	-6	-1	-5	4	0	3.9
S=C1NC2=C(CCC/C2=C\c2ccccc2)C(c2ccccc2)N1 (configuration not stated)	1	-27	-2	-5	5	4	2	1	-0.9
Cc1cc(O)cc(O)c1C(=O)Cc1cscn1	-4	20	7	0	4	3	2	2	0.2
Cc1ccc(CN(CC(=O)NCCc2ccccc2)C(=O)CCCC(=O)Nc2cc(C)on2)cc1	2	-3	-4	-2	1	13	-1	-1	-1.6
CC(Oc1ccc(-c2nnco2)cc1)C(=O)N1CCOCC1 (configuration not stated)	0	15	-28	-4	12	9	-1	2	-0.7
CCOc1ccc(C(C)NC(=S)NCc2ccc(F)cc2)cc1 (configuration not stated)	6	-12	-4	5	-11	-10	-6	11	7.9

Whole records, looked up by structure. Order of screens: M5 antag | CRFBP-R2 block | M4 antag | CHRM5 agonist | CHRM4 PAM | CHRM1 PAM | CHRM5 PAM | CHRM4 agonist | CRFR2-BP ag
`S=C1NC2=C(CCC/C2=C\c2ccccc2)C(c2ccccc2)N1` (configuration not stated) is listed with 1 | -27 | -2 | -5 | 5 | 4 | 2 | 1 | -0.9
`CCN(c1ccccc1)S(=O)(=O)c1ccc(OC)c(NC(=O)c2ccccc2OC)c1` is listed with 4 | 6 | -9 | -3 | 5 | 3 | -8 | 1 | 3.5
`C/C(N)=C(/C#N)C(=O)COC(=O)c1ccc(O)cc1` is listed with -6 | -9 | -14 | 1 | 2 | 7 | 1 | 2 | 0.0
`Cc1cc(O)cc(O)c1C(=O)Cc1cscn1` is listed with -4 | 20 | 7 | 0 | 4 | 3 | 2 | 2 | 0.2
`CCC(Cc1ccccc1)NC(=O)C1CC1` (configuration not stated) is listed with -4 | -1 | 3 | 4 | 5 | 5 | 8 | 0 | -0.5

(next part)
SMILES	M5 antag	CRFBP-R2 block	M4 antag	CHRM5 agonist	CHRM4 PAM	CHRM1 PAM	CHRM5 PAM	CHRM4 agonist	CRFR2-BP ag
Cc1ccccc1C(=O)NC1CCS(=O)(=O)C1 (configuration not stated)	-8	-5	3	2	-2	0	3	0	-0.8
O=C(CNC(=O)c1cccs1)NCC(=O)OCc1ccccc1Cl	5	1	5	2	0	4	-5	3	-0.3
O=C(c1cccc(F)c1)N1CCC(O)(c2cccnc2)CC1	0	-9	-3	-8	8	0	3	1	-0.7
COc1ccccc1NC(=O)CSc1nnnn1-c1ccc(F)cc1	10	7	1	-3	-1	7	-4	1	-1.6
CC(C)c1ccc(NC(=S)Nc2ccc3[nH]c(=O)[nH]c3c2)cc1	10	-12	-10	-4	-7	1	-6	0	-0.9
CCCCNC(=O)C1(c2ccc(OC)cc2)CCOCC1	7	-5	9	1	-6	2	-3	0	-1.5
Cc1cc(N2CCOCC2)ccc1/C=C\[N+](=O)[O-]	31*	-14	20	16	-7	11	2	6	11
CCOC(=O)C1=C(CS(=O)(=O)c2ccccc2)NC(=O)NC1c1cc(OC)c(O)c(OC)c1 (configuration not stated)	12	-3	3	-1	0	5	-4	1	1.2
Cn1cc(Br)c(C(=O)Nc2nccs2)n1	-1	2	13	3	-4	9	0	0	-0.9
CC1CCCC=CC2CC(OC(=O)CN(C)C)CC2C(O)C=CC(=O)O1 (configuration not stated)	4	9	-6	0	2	1	0	1	0.6
Oc1ccc(N=Cc2ccc(O)c(O)c2)cc1	2	13	-10	1	10	5	-4	0	-3.0
CC1CC(=O)N(c2ccc(NCCc3ccc(O)cc3)c([N+](=O)[O-])c2)C1=O (configuration not stated)	5	-2	4	13	-2	-6	-13	17	-1.1
Nc1nonc1C(=O)N/N=C/c1cccc([N+](=O)[O-])c1	-6	-6	-3	-1	4	8	1	0	0.5
CN(C)CCNC(=S)Nc1ccc(-c2nc3ccccc3[nH]2)cc1	-8	12	-24	-4	6	3	-8	0	-0.1
Cc1ccc(-c2nc(-c3cccnc3)no2)c(C)c1	1	-23	-4	-3	1	-2	-4	2	0.3
CCOc1ccc(-c2nnc3sc(COc4ccc(Cl)cc4)nn23)cc1	6	3	-10	0	-5	-2	-6	0	3.4
Oc1ccc2ccccc2c1N=Nc1ccc(F)cc1	2	0	6	-2	-4	4	5	-1	-3.6
O=C(NC1CCCC1)c1ccc(CS(=O)Cc2ccccc2Cl)o1 (configuration not stated)	8	-15	6	-1	-4	1	-6	2	-3.1
C/C(=N\NC(=O)C(=O)N/N=C(\C)c1cccc(O)c1)c1cccc(O)c1	-1	-14	-5	0	7	9	1	2	-1.0
O=C(Cc1ccccc1)NCC(=O)OCC(=O)c1ccccc1Cl	14	5	8	1	-2	1	-5	1	-2.9
COc1ccc(-c2nnn(CC(=O)NCc3ccc4c(c3)OCO4)n2)cc1OC	10	0	10	-3	2	0	-2	2	0.5
O=C(NC(=S)N1CCOCC1)c1ccccc1Cl	-10	10	3	-2	-1	3	5	1	-0.5
Cn1nccc1C(=O)OCC(=O)Nc1ccc(S(N)(=O)=O)cc1	8	-3	1	-1	4	-1	1	1	-0.7
Cc1ncc2c(c1OC(=O)c1ccc([N+](=O)[O-])cc1)COC(C)(C)OC2	5	-25	-2	0	6	11	-5	1	1.9
O=C(Nc1ccc(F)cc1)Nc1nnc(Cc2ccccc2)s1	5	2	-10	1	2	1	1	2	-0.3
Cc1ccc(NC(=O)Cn2c3ccc(F)cc3c3nc4n(c(=O)c32)CCS4)cc1F	-4	5	-9	-1	15	12	17	3	0.2
Cc1cccc(C)c1NC(=O)CSc1ccc([N+](=O)[O-])cn1	3	-8	3	0	0	-5	3	0	1.2
CCOc1cccc(C2C(C(=O)c3cccs3)=C(O)C(=O)N2Cc2cccnc2)c1 (configuration not stated)	18	4	-2	7	11	-1	29*	1	-0.8
Cc1ccc(C)n1-c1ccc(C(=O)NCC2CCCO2)cc1 (configuration not stated)	5	9	11	-1	-8	-4	-12	1	0.7
COc1ccc(OCC(=O)NC(=S)N2CCCc3ccccc32)cc1	8	-25	7	-3	-6	-1	-3	0	-0.9
COc1ccc(C(CC(=O)Nc2ncccc2C)N2Cc3ccccc3C2=O)cc1 (configuration not stated)	8	1	5	-1	-4	1	-4	0	0.1
CCOc1ccc(C(C)=O)cc1COC(=O)c1cc([N+](=O)[O-])ccc1N1CCOCC1	8	4	-26	-6	-9	-5	-13	5	-0.9
Cc1cc(C)cc(C(=O)N2CCN=C2c2ccccc2)c1	4	-21	7	1	12	2	-2	1	1.5
Cc1ccc(NC(=O)N2CCC(NC(=O)c3ccccc3C)CC2)cc1	1	6	4	-2	-2	7	-2	1	0.9
Cc1nc(-c2ccccc2OC(F)(F)F)[nH]c(=O)c1Cl	-2	2	-4	5	-5	13	9	-2	0.8
CCc1nc2c(OCc3ccc4c(c3)OCO4)cccn2c1N(C=O)Cc1ccc(OC)cc1	7	x	-4	-2	-2	0	-4	3	x
Cc1ccccc1Cn1cc(NC(=O)c2noc(C(C)C)c2[N+](=O)[O-])cn1	15	-1	9	1	-3	-7	-9	19	0.8
CCc1ccccc1N(C)S(=O)(=O)c1cc(-c2cc(C)no2)ccc1OC	1	6	-6	0	-10	1	2	5	3.2
CCOCc1nnc(NC(=O)CCC2CCCCC2)s1	10	-41	10	-2	-9	6	-2	-1	-1.6
CC1CCN(C(C(=O)Nc2ccc(C(C)C)cc2)c2ccc3c(c2)OCO3)CC1 (configuration not stated)	-6	-41	-17	-2	-11	3	-7	0	10
COC(=O)c1cc(N=CC2=C(O)CC(C)(C)CC2=O)cc(C(=O)OC)c1	8	2	-4	-2	8	2	-3	2	0.5
CCc1nc2ccc(C(=O)N3CCN(c4ccccc4)CC3)cn2c1N(C)CCC(C)C	5	x	6	-4	-7	-15	-10	1	x
CC(=O)Oc1cc2c(cc1Cl)C1(CC(c3ccccc3Cl)O2)CC(C)(C)NC(=S)N1 (configuration not stated)	12	10	-1	-2	2	-12	-11	1	0.3
CCc1ccccc1S(=O)(=O)Cc1ccc(C(=O)NC(C)C)o1	-1	15	-16	1	10	9	-4	1	-2.0
CCc1ccc(-n2nnnc2SCC(=O)Nc2ccc(NC(C)=O)cc2)cc1	10	10	5	0	-8	-1	-7	1	-0.6
CC(=O)N1c2ccc(S(=O)(=O)N3CCCCC3)cc2CC1C (configuration not stated)	-2	2	-2	-4	2	7	0	1	-0.7
COc1ccc(OC)c(NC(=O)C(CC(=O)O)Cc2ccc(Cl)cc2)c1 (configuration not stated)	0	12	5	1	9	13	1	0	-0.3
Cn1ccc2c(-c3ccc(C(F)(F)F)cc3)cc3c(c21)C1CCC3O1 (configuration not stated)	-2	x	-17	1	5	-8	-2	0	x
O=C(CSc1ccc(/C=N/NC(=O)c2cccc(F)c2)o1)Nc1ccccc1	-5	21	-11	4	0	4	-1	11	-6.3
CCOc1cc(C(=S)N2CCOCC2)ccc1OS(=O)(=O)c1ccccc1[N+](=O)[O-]	0	12	-3	-2	3	4	-3	6	0.1
Cc1ccc(C(=O)NCCCN2CCOCC2)cc1N1CCCC1=O	4	-23	-1	-1	0	4	-4	0	-1.3
c1ccc(-c2cc(-c3ccccc3)n3ncnc3n2)cc1	10	-10	2	0	-6	3	-3	2	-1.8
NC(=S)Nc1cnc2ccccc2c1	-3	-14	-2	1	4	6	2	0	-1.4
Cc1cc(C)cc(C(=O)NCC(=O)OCC(=O)N2CCCCC2)c1	7	3	4	1	-6	4	-1	x	0.3
NC(=O)c1ccc(NC(=O)Cc2cccs2)cc1	-2	4	3	3	1	14	8	2	-0.6
Cc1ccc(-c2n[nH]c(=O)c3ccccc23)c(C)c1	0	9	5	6	-1	1	14	0	-0.8
COCCn1nnnc1C(c1ccc(OC)cc1)N1CCC(C)CC1 (configuration not stated)	-2	-5	-1	-4	16	10	4	0	-1.1
CC(=O)N1CCc2c(sc(NC(=O)Cc3ccc(F)cc3)c2C#N)C1	10	0	1	-3	4	8	-4	1	-0.6
